High-throughput results (PubChem BioAssay)
TbHK1 inh – T. brucei hexokinase 1 inhibition; recombinant TbHK1, G6PDH-coupled NADH A340; inhibition, % at 10 µM; 220,000 tested, 0.11% active; AID 1430;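 active = inhibition of 50% or more in the single-dose primary screen; inactive = inhibition below 50%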
p97 inhibitor – blocks human p97 ATPase activity. AID 1481. 220,000 tested, 0.42% active. P55072. inhibition, % at 8 µM. recombinant p97 ATPase, Kinase-Glo ATP luminescence, 3 h; in the data active = inhibition above about 15%;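 also: 0% = DMSO vehicle and 100% = wells lacking enzyme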
Runt-SMMHC FRET – blocks binding of human RUNX1 Runt domain to CBFb-SMMHC; Q01196+Q13951; Cerulean-Runt/Venus-CBFb-SMMHC FRET ratio 530/480, 1 h; inhibition, % at 20 µM; 220,000 tested, 0.74% active;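 active = mean inhibition across duplicate retests at 20 µM reaching about 50%, limit read from the data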;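 also: 0% = DMSO wells and 100% = wells with excess untagged CBFb-SMMHC; inhibitors lower the FRET ratio by blocking Runt binding to CBFb-SMMHC; some results filed as inactive read as strong as hits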
Furin inh – inhibitors of human furin; 220,000 tested, 0.061% active; inhibition, % at 30 µM; purified furin, fluorogenic substrate cleavage; AID 463115; in the data active = inhibition above about 25%; also: inactives centre near -15
Target sequence (P09958 108-714 limits assumed): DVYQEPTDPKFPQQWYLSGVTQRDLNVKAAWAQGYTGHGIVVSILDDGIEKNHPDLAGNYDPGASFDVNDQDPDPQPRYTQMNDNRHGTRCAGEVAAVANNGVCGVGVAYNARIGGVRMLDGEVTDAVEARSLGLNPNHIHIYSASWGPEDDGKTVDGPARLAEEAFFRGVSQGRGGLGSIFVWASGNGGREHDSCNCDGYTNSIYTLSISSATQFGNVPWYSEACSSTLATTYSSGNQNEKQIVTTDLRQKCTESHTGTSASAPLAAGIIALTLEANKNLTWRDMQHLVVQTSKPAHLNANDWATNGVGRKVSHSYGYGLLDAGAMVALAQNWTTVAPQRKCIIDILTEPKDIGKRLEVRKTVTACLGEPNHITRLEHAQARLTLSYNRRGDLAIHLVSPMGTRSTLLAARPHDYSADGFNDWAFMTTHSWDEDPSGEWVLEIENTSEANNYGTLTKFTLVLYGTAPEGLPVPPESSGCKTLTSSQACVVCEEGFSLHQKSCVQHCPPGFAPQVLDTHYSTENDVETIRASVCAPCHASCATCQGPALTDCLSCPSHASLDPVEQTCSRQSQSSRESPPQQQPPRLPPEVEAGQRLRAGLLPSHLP
RBBP9 inh – blocks human serine hydrolase RBBP9; 220,000 tested, 0.2% active; inhibition, % at 7.94 µM; recombinant RBBP9, FP-Rh probe fluorescence polarization; O75884;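 active = inhibition above the campaign mean of all tested compounds plus 3 SD, cut at about 14% in these data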;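 also: plate controls were DMSO wells with RBBP9 for no effect and wells lacking RBBP9 protein for full effect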
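Test system – recombinant human RBBP9 · Input – RBBP9 2.5 µM in dispensing solution, pre-mixing · Medium – Tris buffer pH 8.0, NaCl, Pluronic · Schedule – preincubation 30 min plus labeling 45 min at 25 °C · Measured by – fluorescence polarization · Measure – % inhibition · Controls – DMSO and no-protein wells · Replicates – one well per compound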
Runt-CBFb FRET – Runt domain-CBFb interaction inhibition | 220,000 tested, 0.46% active | Q01196+Q13951 | inhibition, % at 20 µM | Cerulean-Runt/Venus-CBFb FRET ratio 530/480, 1 h;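 active = inhibition over about 50% at 20 µM in the single-dose screen, limit read from the data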;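 also: 0% = DMSO wells and 100% = excess unlabeled CBFb competitor control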
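Assay system: Cerulean-Runt domain fusion protein, energy donor; Signal: fluorescence energy transfer, 422 nm excitation, 530/480 nm emission; Timing: 1 h compound exposure, room temperature; Control set: unlabeled CBFb; Medium: Tris buffer pH 7.5 with salts and BSA; Compound: single test concentration of 20 µM, 1% DMSO final; Probe or stimulus: Venus-CBFb 100 nM.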
EBV gp42 inh – blocks Epstein-Barr virus glycoprotein 42 binding | Q1HVG2 | Fluorescence polarization binding assay, mP read-out | inhibition, % (tested at 21.74 µM) | 220,000 tested, 0.42% active; in the data active = inhibition above about 50%
NCF1 inh – p47phox (human) inhibition; p47phox/p22phox peptide binding, fluorescence polarization, 2 h; AID 1274; 220,000 tested, 0.53% active; inhibition, % at 24.7 µM; P14598;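 active = inhibition above about 30%, limit read from the data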;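 also: 0% = p47phox with labelled peptide and 100% = labelled peptide alone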
Target sequence (P14598 whole entry, looked up): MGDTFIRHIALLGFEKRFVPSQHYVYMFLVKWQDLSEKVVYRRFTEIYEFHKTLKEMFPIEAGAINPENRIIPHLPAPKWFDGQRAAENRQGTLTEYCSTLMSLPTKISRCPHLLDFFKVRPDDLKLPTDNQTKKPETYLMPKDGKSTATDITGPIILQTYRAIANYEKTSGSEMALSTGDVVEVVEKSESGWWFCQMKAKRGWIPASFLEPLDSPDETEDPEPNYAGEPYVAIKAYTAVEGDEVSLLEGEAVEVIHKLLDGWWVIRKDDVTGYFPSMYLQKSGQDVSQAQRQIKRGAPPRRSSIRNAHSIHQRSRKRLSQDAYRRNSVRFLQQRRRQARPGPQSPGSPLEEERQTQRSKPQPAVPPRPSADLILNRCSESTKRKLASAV
m-calpain inh – calpain II (pig) inhibition | 220,000 tested, 0.37% active | inhibition, % at 16 µM | AID 1236 | purified calpain II, fluorogenic peptide substrate, 30 min;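 active = inhibition above about 50%, limit read from the data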
Active calls of the source: *; x = not tested or not shown; [ ] = remark or other dose.

Results follow in this order: TbHK1 inh | p97 inhibitor | Runt-SMMHC FRET | Furin inh | RBBP9 inh | Runt-CBFb FRET | EBV gp42 inh | NCF1 inh | m-calpain inh
> CCN1CCCC1CNC(=O)C(=O)NC(C)C (centres undefined)
  -5 | 2 | -6 | -18 | -5 | 4 | 7 | 5 | -15
> NNC(=O)c1ccc(CSc2n[nH]c(=O)[nH]c2=O)cc1
  -7 | 8 | 0 | -27 | -5 | 0 | -17 | -6 | 8
> O=C1COc2ccc(C(=O)COC(=O)Cc3ccc(Cl)cc3)cc2N1
  -3 | -4 | -2 | -26 | -3 | -1 | -4 | 0 | -40
> CCSc1nnc(NC(=O)c2ccc(Br)s2)s1
  -37 | 2 | -1 | -19[20 µM] | -5 | 2 | -11 | -31 | -12
> CC1=C(C)CC(C(=O)NNC(=O)c2csc3c2CCC(C(C)(C)C)C3)C(C(=O)O)C1 (centres undefined)
  -1 | 3 | 3 | -30 | -9 | -13 | -6 | -7 | -35
> CCOC(=O)c1csc(NC(=O)CSc2nnnn2-c2ccc(OC)cc2)n1
  -3 | 2 | 4 | -20 | -1 | -2 | -16 | -2 | -22
> COc1ccc(N2CCN(CCNC(=O)Nc3ccc(Cl)cc3)CC2)cc1
  1 | 2 | -5 | -19[20 µM] | 0 | 5 | -22 | -6 | -3
> CC1(C)CC(NC(=O)CCC2CCCC2)CC(C)(C)N1
  -2 | 0 | 3 | -10[20 µM] | 10 | -1 | -11 | -6 | -6
> CCOc1ccc(NC(=O)N2CCC(c3ccc(C)cc3)C2)cc1 (centres undefined)
  5 | -3 | -1 | -6[20 µM] | -1 | 0 | -21 | -7 | 0
> COc1cccc(CNCc2ccc(SC)cc2)c1OC
  -1 | 1 | 4 | -22[20 µM] | -11 | 1 | -17 | -4 | 17
> CCOC(=O)C(CC)(CCC(=O)O)c1csc(Nc2ccc(C)cc2)n1 (centres undefined)
  -10 | 2 | -3 | -30 | -6 | -1 | -13 | -12 | -14
> CCOC(=O)c1cnc(SCc2ccc(C(C)(C)C)cc2)nc1N
  35 | -5 | -2 | -14[20 µM] | 1 | -1 | 0 | -11 | 18
> COC(=O)c1cn(-c2ccccc2)nc1-c1ccc(OC)cc1
  -13 | -5 | -5 | -14 | -6 | 0 | 2 | -14 | -14
> Cn1c(=O)[nH]c(=O)c2c1nc(N/N=C/C(Br)=C/c1ccccc1)n2CCO
  -43 | 7 | -17 | -2 | -1 | 5 | -34 | -3 | -22
> O=C(c1sc2cc([N+](=O)[O-])ccc2c1Cl)N1CCOCC1
  -10 | -2 | 1 | -17 | 9 | -1 | 0 | 10 | 8
> COc1ccc(-c2csc(Nc3ccccn3)n2)cc1
  -1 | 0 | -2 | -24 | 4 | 0 | 1 | 0 | 11
> CCC(C)NC(=O)Nc1ccc(Br)cc1 (centres undefined)
  4 | 0 | 0 | -39 | -7 | 2 | -10 | -11 | -16
> CCCSc1nc(N)nc(-c2cccs2)c1C#N
  -11 | 5 | 4 | -16[20 µM] | -15 | 0 | -18 | -13 | 28
> CCN1C(=O)c2ccc(C(=O)NCc3ccccc3)cc2C1=O
  -4 | -4 | -6 | -17[20 µM] | -6 | 0 | -8 | -2 | 4
> CCCS(=O)(=O)N1CCCC(C(=O)c2ccccc2OC)C1 (centres undefined)
  -6 | 1 | -2 | -17 | -9 | -1 | -6 | 6 | -18
> CCOC(=O)CC1CCCCN1Cc1cn[nH]c1-c1ccc(F)cc1F (centres undefined)
  2 | 2 | -2 | -19 | 5 | -2 | -18 | 6 | -4
> Nc1ccc2c3c(cccc13)C(=O)N(c1ccccc1)C2=O
  -6 | 7 | -30 | -30 | -3 | -307 | 162* | -1 | -96
> O=C1CSC(c2ccco2)N1 (centres undefined)
  -10 | 2 | -3 | -27 | 2 | -1 | -4 | -10 | -9
> C=CCNC(=S)Nc1ccc(C)c(S(=O)(=O)N2CCCCC2)c1
  13 | -11 | 0 | 4 | -12 | 1 | 3 | -10 | 33
> CC(=O)c1cc(CC(=O)N2CCc3c([nH]c4ccccc34)C2c2ccccn2)cs1 (centres undefined)
  -11 | 3 | x | -32 | -8 | x | -6 | 0 | -29
> c1ccc(-n2nnnc2NCCc2c[nH]c3ccccc23)cc1
  0 | -1 | 0 | -20 | -12 | -1 | -19 | 5 | 28
> O=C(Nn1cnnc1)c1cc2cc(Br)ccc2oc1=O
  -14 | 5 | 1 | -25[20 µM] | -7 | 1 | -12 | -20 | 27
> O=C(c1ccc(=O)[nH]c1)N(Cc1ccco1)C1(C(=O)NC2CCCC2)CCCCC1
  -2 | -2 | -6 | -17[20 µM] | -5 | 3 | -10 | 6 | -6
> O=C(CSc1nc(NS(=O)(=O)c2ccccc2)cc(=O)[nH]1)Nc1ccc(Cl)cc1
  -4 | 9 | -1 | -24 | -1 | 5 | -26 | -22 | -56
> O=C(OCc1nnc(-c2ccccc2)o1)c1ccco1
  3 | 2 | 3 | -9 | -5 | 1 | -32 | -12 | -26

6 of the compounds above, as a markdown table:
| SMILES | TbHK1 inh | p97 inhibitor | Runt-SMMHC FRET | Furin inh | RBBP9 inh | Runt-CBFb FRET | EBV gp42 inh | NCF1 inh | m-calpain inh |
| --- | --- | --- | --- | --- | --- | --- | --- | --- | --- |
| CC(=O)c1cc(CC(=O)N2CCc3c([nH]c4ccccc34)C2c2ccccn2)cs1 (centres undefined) | -11 | 3 | x | -32 | -8 | x | -6 | 0 | -29 |
| c1ccc(-n2nnnc2NCCc2c[nH]c3ccccc23)cc1 | 0 | -1 | 0 | -20 | -12 | -1 | -19 | 5 | 28 |
| O=C(Nn1cnnc1)c1cc2cc(Br)ccc2oc1=O | -14 | 5 | 1 | -25[20 µM] | -7 | 1 | -12 | -20 | 27 |
| O=C(c1ccc(=O)[nH]c1)N(Cc1ccco1)C1(C(=O)NC2CCCC2)CCCCC1 | -2 | -2 | -6 | -17[20 µM] | -5 | 3 | -10 | 6 | -6 |
| O=C(CSc1nc(NS(=O)(=O)c2ccccc2)cc(=O)[nH]1)Nc1ccc(Cl)cc1 | -4 | 9 | -1 | -24 | -1 | 5 | -26 | -22 | -56 |
| O=C(OCc1nnc(-c2ccccc2)o1)c1ccco1 | 3 | 2 | 3 | -9 | -5 | 1 | -32 | -12 | -26 |

Looked up by structure from above:
Results follow in this order: TbHK1 inh | p97 inhibitor | Runt-SMMHC FRET | Furin inh | RBBP9 inh | Runt-CBFb FRET | EBV gp42 inh | NCF1 inh | m-calpain inh
> O=C(OCc1nnc(-c2ccccc2)o1)c1ccco1
  3 | 2 | 3 | -9 | -5 | 1 | -32 | -12 | -26
> CCOC(=O)CC1CCCCN1Cc1cn[nH]c1-c1ccc(F)cc1F (centres undefined)
  2 | 2 | -2 | -19 | 5 | -2 | -18 | 6 | -4
> C=CCNC(=S)Nc1ccc(C)c(S(=O)(=O)N2CCCCC2)c1
  13 | -11 | 0 | 4 | -12 | 1 | 3 | -10 | 33

Remaining list, next part.
Results follow in this order: TbHK1 inh | p97 inhibitor | Runt-SMMHC FRET | Furin inh | RBBP9 inh | Runt-CBFb FRET | EBV gp42 inh | NCF1 inh | m-calpain inh
> Cc1ccc(NC(=O)CN2CCc3ccccc3C2)cc1F
  5 | 0 | 0 | -18 | 1 | -1 | 3 | 4 | -18
> O=C1/C(=C/c2ccc(N3CCCC3)cc2)NC(=S)N1C1CC1
  -9 | 3 | -150 | -11[20 µM] | -10 | -55 | -96 | -102 | 6
> Cc1cc(Cl)cc(C)c1OCC(=O)O
  x | x | 1 | x | x | -2 | -23 | -2 | -7
> CCn1c(SCC(=O)N2c3ccccc3CC2C)nnc1-c1ccco1 (centres undefined)
  -6 | -1 | x | -22[20 µM] | -2 | x | x | x | x
> N#C/C(=C\c1ccccn1)c1nc2ccccc2s1
  -24 | 4 | -51 | -11 | 6 | -46 | -23 | -9 | -8
> CC(C)(C)OC(=O)N/N=C\c1ccc(OC(=O)c2ccco2)cc1
  -1 | 3 | 2 | -13 | -4 | -1 | -3 | 2 | -10
> CCc1cccc(CC)c1NC(=O)CO/N=C(\C)c1cccs1
  4 | -6 | 0 | -6 | -3 | -1 | -5 | -19 | 34
> CCSc1nc(-c2ccccc2)c(-c2ccccc2)n1CC(O)CO (centres undefined)
  -3 | 2 | -4 | -25 | 5 | -1 | 19 | -7 | -6
> CCN(Cc1cnn(C)c1)Cc1nc(C(c2ccccc2)c2ccccc2)no1
  -11 | -4 | -3 | -22 | 0 | -4 | -7 | 2 | 17
> Cc1ccc(NC(=O)C(c2ccc(Cl)cc2)N2CCCCC2)cc1 (centres undefined)
  2 | 2 | -1 | -12[20 µM] | -2 | -2 | -2 | -4 | 4
> COc1ccc(/C(N)=N/OC(=O)c2cccs2)cc1
  -9 | 0 | -2 | -13 | -5 | 1 | -13 | -9 | -3
> C=CCC(NCc1ccco1)c1ccc(OC)c(OC)c1 (centres undefined)
  2 | 0 | 0 | -20[20 µM] | -3 | -1 | -17 | -12 | -9
> COc1ccc(C2CC(c3ccc(Br)cc3)=NN2C(=O)c2cccnc2)cc1 (centres undefined)
  -9 | 0 | 1 | -10 | -4 | -4 | -5 | -20 | 7
> CN1CCN(/N=C/c2ccc(-c3ccccc3)cc2)CC1
  -12 | 3 | -11 | -13 | -1 | 0 | -18 | -16 | 9
> O=C(NC(Nc1ncccn1)C(=O)c1ccccc1)c1ccccc1 (centres undefined)
  -5 | -3 | 1 | -19 | -7 | 0 | -8 | -4 | 0
> COc1ccc(OCCCC(=O)Nc2ncn[nH]2)cc1
  -1 | -2 | -1 | -23 | 0 | -2 | -8 | -17 | -27
> O=C1COc2ccc(C(=O)CSc3nc4ccccc4c(=O)n3-c3ccc(Cl)c(Cl)c3)cc2N1
  4 | 6 | -4 | -3 | -8 | -6 | -11 | 5 | -34
> Cc1cc(C)c2nc(SCC(=O)N3CC(=O)Nc4ccccc43)c(C#N)cc2c1
  -3 | 3 | 6 | -15[20 µM] | 4 | 0 | -74 | -144 | -95
> O=C(Cn1cc([N+](=O)[O-])cn1)NCCc1c[nH]c2ccccc12
  3 | 8 | -3 | -37 | -7 | -1 | -7 | -9 | -27
> CCOC(=O)c1cc2c(ccn2C)n1CC(=O)N(C)C
  -9 | 3 | -2 | -16 | -8 | 8 | -12 | -4 | -53
> COc1c(C(C)C)cc(NC(C)=O)cc1C(C)C
  -5 | -2 | 1 | -23[20 µM] | -2 | 1 | -14 | -14 | -20
> C=CCSC1=N/C(=C\C=C\c2ccco2)C(=O)S1
  16 | 9 | -10 | -1 | -4 | 16 | -14 | -3 | -21
> S=C(NCCN1CCOCC1)Nc1cccc(Cl)c1
  -1 | -4 | 1 | -16 | -7 | -1 | 0 | -1 | 17
> CC(=O)C1=C(O)C(=O)N(Cc2ccccc2)C1c1cccs1 (centres undefined)
  -31 | 4 | 3 | -22 | 0 | 2 | -5 | 5 | -3
> Cn1cc(C(=O)Nc2ccc3c(c2)CCC3)cn1
  -4 | 4 | 0 | -25 | 5 | -1 | -7 | -17 | -12
> COc1ccc(-c2nn(-c3ccccc3)cc2CNC(=O)c2cccc([N+](=O)[O-])c2)cc1
  4 | 3 | -3 | -9 | -10 | 1 | 3 | 3 | -18
> CCOc1ccc2nc(SCC(=O)NCc3ccco3)sc2c1
  -2 | 1 | 3 | -20 | -7 | -1 | -9 | -4 | 11
> O=C1CC(N(Cc2ccc3c(c2)OCO3)C(=O)Nc2ccc(F)cc2)C(=O)N1c1ccccc1 (centres undefined)
  1 | 0 | -4 | -19[20 µM] | -5 | 1 | -17 | 5 | 22
> CCCn1nnnc1-c1cc(Cl)cc(Cl)c1
  6 | 0 | -1 | -11[20 µM] | 4 | x | -6 | -6 | 14

Outcome played no part in choosing rows; about 2.7% have a hit in one of these screens.
